Screening data (PubChem BioAssay)
Gli-Sufu antag = antagonists of Gli-Sufu signaling; Sufu-KO-LIGHT fibroblasts, Gli luciferase reporter luminescence; inhibition, % at 5 µM; 340,000 compounds, 0.74% hits; AID 588413;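 active = inhibition above about 55%, limit read from the data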;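 note: 0% = DMSO-treated cells and 100% = wells with medium but no cells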
CCR6 antag = CCR6 (human) receptor antagonism | 340,000 compounds, 0.49% hits | inhibition, % at 20 µM | P51684 | CHO-K1 CCR6 PathHunter beta-arrestin, luminescence, CCL20-stimulated;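 active = compounds whose inhibition of the agonist-driven luminescence signal at 20 µM reaches about 50%, limit read from the data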;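 note: cells stimulated with CCL20 at 14 nM final; plate controls were DMSO with CCL20 for no effect and DMSO without agonist for full effect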
Target sequence (P51684 whole entry, looked up): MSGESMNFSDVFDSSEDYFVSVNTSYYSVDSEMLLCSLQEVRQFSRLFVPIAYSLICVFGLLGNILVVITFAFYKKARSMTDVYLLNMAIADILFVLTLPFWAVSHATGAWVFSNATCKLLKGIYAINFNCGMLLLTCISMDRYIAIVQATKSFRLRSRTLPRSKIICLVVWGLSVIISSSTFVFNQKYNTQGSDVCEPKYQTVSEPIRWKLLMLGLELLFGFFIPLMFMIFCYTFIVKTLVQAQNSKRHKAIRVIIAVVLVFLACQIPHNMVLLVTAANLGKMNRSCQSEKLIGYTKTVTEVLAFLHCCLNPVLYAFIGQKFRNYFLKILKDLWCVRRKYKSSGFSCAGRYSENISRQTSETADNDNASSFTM
EBI2 block = EBI2 (human) antagonism; P32249; EBI2 beta-arrestin recruitment, luminescence, 7a,25-OHC stimulated; 360,000 compounds, 0.81% hits; inhibition, % at 5 µM; in the data active = inhibition above about 38%;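 note: enzyme fragment complementation signal reports receptor beta-arrestin coupling in cells; 0% = agonist plus DMSO wells and 100% = wells without agonist; some results beyond the cut were filed as inactive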
Target sequence (P32249 whole entry, looked up, the tested form may be a part): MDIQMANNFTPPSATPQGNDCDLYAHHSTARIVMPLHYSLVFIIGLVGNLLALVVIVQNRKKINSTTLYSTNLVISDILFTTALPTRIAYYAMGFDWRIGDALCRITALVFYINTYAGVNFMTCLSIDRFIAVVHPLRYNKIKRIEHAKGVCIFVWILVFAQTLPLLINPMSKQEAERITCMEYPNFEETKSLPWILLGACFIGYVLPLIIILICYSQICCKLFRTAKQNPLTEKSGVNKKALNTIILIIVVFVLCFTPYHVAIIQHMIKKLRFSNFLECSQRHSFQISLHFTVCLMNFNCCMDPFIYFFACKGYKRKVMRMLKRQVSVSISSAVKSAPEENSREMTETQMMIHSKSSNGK
SENP8 inh = inhibitors of human SENP8 protease | purified SENP8, Z-RLRGG-aminoluciferin cleavage, luminescence | 330,000 compounds, 1.2% hits | Q96LD8 | inhibition, % at 10 µM
697 NFkB inh = lowers PMA/ionomycin-induced NF-kB signal in 697 B cells | 697 B-cell NF-kB luciferase reporter, 16 h | 330,000 compounds, 0.33% hits | inhibition, % at 4 µM; in the data active = inhibition above about 35%
Apaf1 inhib = blocks human Apaf-1 apoptosome activity; O14727; reconstituted apoptosome caspase-3 activity, DEVD-Rh110 fluorescence; inhibition, % at 20 µM; 330,000 compounds, 0.71% hits; active = inhibition of at least 40% at 20 µM;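 note: plate controls were DMSO wells for no effect and DEVD-CHO caspase inhibitor wells for full effect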
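Material: reconstituted apoptosome with Apaf-1, cytochrome c, caspase-9, procaspase-3, dATP / Buffer or medium: pH 7.5 Hepes buffer with CHAPS, BSA, DTT / Also added: cytochrome c with DEVD-Rh110 / Schedule: compound with Apaf-1, dATP, procaspase-3 30 min, then 50 min reaction, room temperature / Technique: rhodamine 110 fluorescence at Ex 480/Em 540 nm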
UBC13 inh = blocks human UBC13 polyubiquitin chain formation | TR-FRET | inhibition, % at 20 µM | 330,000 compounds, 0.47% hits | AID 485273; in the data active = inhibition above about 45%, passing the limit was not always enough
Target sequence (P61088 whole entry, looked up): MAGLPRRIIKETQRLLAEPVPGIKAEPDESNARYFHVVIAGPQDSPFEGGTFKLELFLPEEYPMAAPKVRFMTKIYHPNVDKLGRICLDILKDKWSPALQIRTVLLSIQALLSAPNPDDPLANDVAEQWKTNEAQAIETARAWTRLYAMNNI
Jurkat NFkB inh = inhibitors of the PMA/ionomycin-induced NF-kB reporter in Jurkat cells | PMA/ionomycin-induced NF-kB luciferase reporter, luminescence | 330,000 compounds, 0.53% hits | inhibition, % at 4 µM | AID 435003
An asterisk follows results filed as active; / = not tested or not shown. Cut-off read from the data, not from the text of the source, unless noted: active = inhibition above about 50%; inactive = the rest. An excerpt. The share of hits here may be higher or lower than overall.

Every second line gives: Gli-Sufu antag	CCR6 antag	EBI2 block	SENP8 inh	697 NFkB inh	Apaf1 inhib	UBC13 inh	Jurkat NFkB inh
- CC(C)CN1C(=O)NC(NC(=O)c2cccs2)(C(F)(F)F)C1=O (stereo not drawn)
 : -3	-8	8	4	14	-2	-1	-6
- O=C(NCCCCNC(=O)c1ccc(Br)s1)c1ccc(Br)s1
 : -2	4	-8	-4	10	-17	3	-4
- CCOC(=O)c1cccc(NC(=O)CCS(=O)(=O)c2cccs2)c1
 : -4	-8	-11	-7	-51	6	-9	-2
- Cc1ccc(Nc2[nH]c(=O)c3ccccc3c2C(=O)c2ccccc2)cc1
 : 5	9	/	-1	7	23	-15	-2
- COc1ccc(CCNC(=O)C2CCCN2C(=O)Nc2ccccc2)cc1OC (stereo not drawn)
 : -8	11	-2	-5	1	-12	6	4
- CC[C@]1(C(=O)OC)[C@H]2C(=O)N(C)C(=O)[C@H]2[C@H]2CN=C(SCc3ccc(C)cc3)N21
 : -5	14	-7	/	2	12	/	/
- COCCNC(=O)CN(C(=O)CCC(=O)Nc1ccccn1)c1ccccc1F
 : 1	-5	-5	-7	7	2	-2	-6
- Cc1c(C(=O)N2CCCC2)c(S(=O)(=O)NCC(C)c2ccccc2)c(C)n1C (stereo not drawn)
 : 13	5	-2	-6	-22	5	-3	-34
- CC1CC(C)CN(c2cc(N(C)CCO)c([N+](=O)[O-])c3nonc23)C1 (stereo not drawn)
 : 7	19	2	4	-2	11	-103	10
- N#CC(C#N)=C1NC2(CCCCC2)Cc2ccccc21
 : 2	6	4	-3	17	2	6	12

Continuation:
Every second line gives: Gli-Sufu antag	CCR6 antag	EBI2 block	SENP8 inh	697 NFkB inh	Apaf1 inhib	UBC13 inh	Jurkat NFkB inh
- O=C(NC1CCS(=O)(=O)C1)c1ccccc1Cl (stereo not drawn)
 : -3	4	9	-1	21	-2	-6	9
- O=S(=O)(NC(=NCc1ccccc1)c1ccc(F)cc1)c1ccc(Cl)cc1
 : -2	9	-5	-9	6	7	-17	-4
- Cn1cc(Cl)c(C(=O)OCC(=O)Nc2ccccc2)n1
 : -7	-10	-10	10	12	-4	3	4
- COc1cccc(CN(CC(=O)NC2CCCC2)C(=O)CCC(=O)Nc2cc(C)on2)c1
 : -16	-1	6	5	9	13	3	0
- Cc1ccc(C(=O)NC2(C(F)(F)F)NC(=O)N(c3ccc(Cl)cc3)C2=O)cc1 (stereo not drawn)
 : -6	-10	3	-9	11	0	24	7
- O=S(=O)(Nc1nc2ccccc2[nH]1)c1ccc2ccccc2c1
 : 1	10	-11	-4	6	-6	-6	10
- C=CCn1c2ccccc2c2nnc(SCC(=O)OCN3C(=O)c4ccccc4C3=O)nc21
 : -1	1	-2	0	16	2	-2	-6
- CCN(CC1COc2ccccc2O1)C(=S)NCCCN(C)C (stereo not drawn)
 : -1	4	2	-8	-7	1	-3	-12
- Cc1ccc(C2=N/C(=C\N(C)C)C(=O)O2)cc1
 : -59	6	-10	-4	-11	-16	-7	-49
- CN(C)c1ccc(/C=C2/C=C(c3ccc4c(c3)CCCC4)OC2=O)cc1
 : -10	38	15	-2	-13	-6	-205	-12

The list goes on.
Every second line gives: Gli-Sufu antag	CCR6 antag	EBI2 block	SENP8 inh	697 NFkB inh	Apaf1 inhib	UBC13 inh	Jurkat NFkB inh
- O=S(=O)(c1ccc(=S)[nH]c1)N1CCCCC1
 : 14	-8	-11	-18	7	15	-10	-16
- CS(=O)(=O)N(CC(=O)N1CCCCCC1)c1cccc(F)c1
 : 44	-8	4	-9	-9	-3	2	4
- Cc1ccc(S(=O)(=O)N2CCC(C(=O)NCCc3ccccc3)CC2)cc1
 : 4	-12	0	1	27	-4	9	4
- C[C@H]1CCC[C@]2(O[C@H](CCO)C[C@@H](O)[C@@H]2O)O1
 : -11	-3	-3	4	-15	-1	-3	1
- O=C(COc1ccc(F)cc1)NCC1CCCO1 (stereo not drawn)
 : 16	21	-10	2	9	5	-2	12
- Cc1ccc(S(=O)(=O)c2cc3c(=O)n4ccccc4nc3n(C)c2=N)cc1
 : -27	8	-14	-17	2	-1	-9	-1
- CC(C)OCCCn1c(-c2ccc(Br)cc2)c[nH]c1=S
 : 0	19	2	-4	-1	4	3	-1
- CCCC1CCC(c2nc(-c3cccnc3)no2)CC1 (stereo not drawn)
 : -45	1	-5	-7	-40	9	0	-34
- Cc1cc(-c2cccs2)c(C#N)c(=S)[nH]1
 : -1	7	-4	-9	-8	10	14	-5
- CCC(Oc1ccccc1)C(=O)Nc1ccc(S(=O)(=O)NCC2CCCO2)cc1 (stereo not drawn)
 : 7	-4	1	-8	-9	-2	-3	18

Some of the entries so far, in markdown:
| mol | Gli-Sufu antag | CCR6 antag | EBI2 block | SENP8 inh | 697 NFkB inh | Apaf1 inhib | UBC13 inh | Jurkat NFkB inh |
| --- | --- | --- | --- | --- | --- | --- | --- | --- |
| C[C@H]1CCC[C@]2(O[C@H](CCO)C[C@@H](O)[C@@H]2O)O1 | -11 | -3 | -3 | 4 | -15 | -1 | -3 | 1 |
| CS(=O)(=O)N(CC(=O)N1CCCCCC1)c1cccc(F)c1 | 44 | -8 | 4 | -9 | -9 | -3 | 2 | 4 |
| CCCC1CCC(c2nc(-c3cccnc3)no2)CC1 (stereo not drawn) | -45 | 1 | -5 | -7 | -40 | 9 | 0 | -34 |
| Cc1ccc(S(=O)(=O)N2CCC(C(=O)NCCc3ccccc3)CC2)cc1 | 4 | -12 | 0 | 1 | 27 | -4 | 9 | 4 |

Continued.
Every second line gives: Gli-Sufu antag	CCR6 antag	EBI2 block	SENP8 inh	697 NFkB inh	Apaf1 inhib	UBC13 inh	Jurkat NFkB inh
- CCCCNC(=O)c1cnc2n(c1=O)CCS2
 : -18	10	-8	7	20	-1	-3	3
- Cc1ccc(S(=O)(=O)N(C)C)cc1NC(=O)C(C)OC(=O)C1CCCCC1 (stereo not drawn)
 : -1	10	1	-2	17	9	6	-1
- CCN1C(=O)[C@H]2[C@@H](c3ccc(C)cc3)N3C(=O)N(c4cccc(Br)c4)C(=O)[C@@]3(Cc3ccccc3)[C@H]2C1=O
 : 11	-10	-1	6	4	2	4	7
- COc1ccc(-c2nn(-c3ccccc3)cc2C(=O)Nc2cccc(C(=O)O)c2)cc1[N+](=O)[O-]
 : 4	22	3	-8	2	2	-14	-12
- O=S1(=O)N=C(N(CCO)/N=C/c2ccc(Cl)cc2)c2ccccc21
 : 4	15	-12	-6	16	7	16	-14
- COC(=O)c1ccc(CSc2nnc(Nc3ccccc3OC)s2)o1
 : -4	-5	/	-4	-7	0	1	28
- CN(C)S(=O)(=O)N1C(=O)c2ccccc2C1=O
 : -3	0	2	3	-3	-2	11	5
- COc1cc2c(cc1OC)C(C1C(=O)CC(C)(C)CC1=O)N(C(=O)CCl)CC2 (stereo not drawn)
 : -4	2	-2	-2	22	0	6	11
- COc1nccnc1NS(=O)(=O)c1ccc(NS(=O)(=O)c2ccc(NC(C)=O)cc2)cc1
 : -4	8	-11	1	14	5	0	2
- CCOC(=O)c1cc2c(N)c(C(=O)c3ccc(Br)cc3)sc2[nH]c1=O
 : 6	16	-3	-2	9	19	-8	3

Carrying on:
Every second line gives: Gli-Sufu antag	CCR6 antag	EBI2 block	SENP8 inh	697 NFkB inh	Apaf1 inhib	UBC13 inh	Jurkat NFkB inh
- Cc1ccnc2nc(C(=O)OCC(=O)Nc3ccc4c(c3)OCCO4)nn12
 : 1	-7	-5	9	15	-7	2	-9
- O=C(CSc1nnc2ccccn12)NCCc1ccc(F)cc1
 : -7	13	-2	10	-2	-21	10	3
- Cc1cc(C)cc(NC(=O)Nc2ccccc2N2CCCCC2)c1
 : 5	-2	18	-4	10	7	6	2
- COc1cccc2cc(C(=O)N3CC(C)OC(C)C3)c(=O)oc12 (stereo not drawn)
 : -11	4	-11	6	-41	-16	-3	-28
- CCOC(=O)c1nn(-c2ccc(C)cc2)c2nc(Nc3ccccc3)cc(=O)n12
 : -3	-10	-13	0	-7	9	9	-16
- COC(=O)N/N=C/c1c(C)c(C(=O)c2ccc(F)cc2)n2ccccc12
 : 4	8	5	6	-1	11	0	19
- CCN(CC(=O)Nc1c(F)cccc1F)C(=O)c1ccc(S(=O)(=O)N2CCCCC2)cc1
 : 2	5	-5	-3	17	-6	-4	17
- COc1cc(OC)cc(C(=O)NCCSCc2ccco2)c1
 : /	/	/	-7	23	-2	7	5
- C=CCN(c1ccccc1)S(=O)(=O)c1ccc2c(c1)NC(=O)C(C)C(=O)N2 (stereo not drawn)
 : -7	9	-5	9	8	-3	2	-6
- Cc1ccc(Sc2ncccc2C(=O)N(C)Cc2cccs2)c(C)c1
 : -2	11	4	5	-34	14	-6	-23

(next part)
Every second line gives: Gli-Sufu antag	CCR6 antag	EBI2 block	SENP8 inh	697 NFkB inh	Apaf1 inhib	UBC13 inh	Jurkat NFkB inh
- Cc1cc(NC(=O)CSc2nc(-c3ccccc3)nc3c2c(=O)n(C)c(=O)n3C)no1
 : 5	3	-3	-14	-15	-7	-17	7
- CN(CC(=O)NCc1cccnc1)S(=O)(=O)c1ccc(F)cc1
 : -1	14	-3	5	7	-5	4	8
- CSc1ccccc1NC(=O)COc1ccc(Cl)cc1
 : -26	0	3	-7	-34	-9	0	-8
- CN(C)N1C(N)=C(C#N)C(c2cccs2)C2=C1CCCC2=O (stereo not drawn)
 : 12	11	-9	3	-33	0	-13	-2
- O=C1C=C(NCc2ccco2)C2(CCCCC2)O1
 : 9	11	7	-1	9	-9	10	6
- O=c1cc(CN2CCN(c3ccc(F)cc3)CC2)c2cc3c(cc2o1)CCCC3
 : 6	-15	-5	-8	4	7	-22	-6
- CN(C)/C=C/C(=O)c1ccc(Cl)c([N+](=O)[O-])c1
 : 4	7	-6	4	5	10	-6	2
- COc1cccc(C(=O)Nc2cccc(OCC(=O)O)c2)c1
 : -9	10	-7	19	-10	-11	12	-6
- COc1cc(C2NC(=S)NC(C)=C2C(=O)c2ccccc2)ccc1O (stereo not drawn)
 : 0	6	-1	4	23	-3	1	22
- COc1cccc(NC(=O)NC2(C(F)(F)F)Oc3ccccc3O2)c1
 : 44	10	-1	0	-18	8	6	20

Other entries
Every second line gives: Gli-Sufu antag	CCR6 antag	EBI2 block	SENP8 inh	697 NFkB inh	Apaf1 inhib	UBC13 inh	Jurkat NFkB inh
- c1ccc(N=P(N2CCOCC2)(N2CCOCC2)N2CCOCC2)cc1
 : -6	8	-13	4	6	-5	-3	-21
- COc1ccc(N2CCN(c3nc(C)c(C)c(=O)[nH]3)CC2)cc1
 : -16	5	-9	-1	-34	-2	-6	-17
- COc1cccc(C(=O)COC(=O)COc2c(C)cc(C)cc2C)c1
 : 1	9	3	-26	9	19	1	-5
- CC1(c2ccccc2)NC(=O)N(CC(=O)NCC2CCCO2)C1=O (stereo not drawn)
 : -2	6	-15	7	-29	-5	-7	-7
- COC(=O)c1ccc2c(=O)n(-c3ccccc3)c(=S)[nH]c2c1
 : 36	18	5	-7	-43	3	-21	-4
- CC(=O)Nc1ccc(OCC(O)Cn2c3ccccc3c3ccccc32)cc1 (stereo not drawn)
 : 2	-9	-9	3	-11	5	6	4
- COC(=O)c1c(NC(=O)CN2CCC3(O)CCCCC3C2c2ccccc2OC)sc(C)c1C (stereo not drawn)
 : -7	8	1	-3	-14	14	-1	9
- COCCNS(=O)(=O)c1ccc(-c2ccc(Cl)cc2)cc1
 : -12	4	0	-3	-7	6	4	9
